Screening data: PubChem BioAssay, NCI
NCI-60 one-dose screen, 48 h, at 10 µM unless noted. Numbers give growth in % (100 = growth as untreated, 0 = no growth, -100 = all killed).
HOP-62: HOP-62 NSCLC; AID 1794735; actives 3.9% (n = 80,000)
A549/ATCC: A549/ATCC NSCLC | actives 3.7% (n = 81,000) | AID 1794740
UACC-62: UACC-62 melanoma; actives 5.4% (n = 81,000); AID 1794756
M14: M14 melanoma; actives 6.2% (n = 80,000); AID 1794745
UACC-257: UACC-257 melanoma. actives 4.4% (n = 78,000)
MALME-3M: MALME-3M melanoma; AID 1794766; actives 5.8% (n = 78,000)
HOP-92: HOP-92 NSCLC cells; actives 6.3% (n = 71,000); AID 1794738
EKVX: EKVX NSCLC; actives 3% (n = 71,000)
An asterisk follows results filed as active; · = no result given; & = joins results of further samples. Rule for the calls: active = growth percent below 10; inactive = the rest.

(1) CCNS(=O)(=O)c1ccc(OCCOc2ccc(S(=O)(=O)NCC)cc2)cc1
(2) N#Cc1nc(-c2ccc(Cl)cc2)oc1N1CCC(S(=O)(=O)N2CCOCC2)CC1
(3) CC(C)CSc1oc(-c2ccccc2)nc1S(=O)(=O)c1ccccc1
(4) O=C(/C=C/c1ccco1)c1ccc(OCc2nnc(-c3ccc(Cl)cc3)o2)cc1
(5) COc1ccc(C2=C(Br)C(=O)c3nc(C)ccc3C2=O)cc1
(6) CC(=O)Nc1nc(C)c(-c2csc(Nc3ccccc3)n2)s1
(7) Cc1[nH]c2ccccc2c1CCNC(=O)c1cccs1
(8) CCc1ccc([C@@H]2CN(C)[C@]3(C(=O)NC4C=CC=C[C@H]43)[C@@]23NC(=S)N(c2ccc(F)c(Cl)c2)C3=O)cc1 (stereo partly drawn)
(9) CCOC(=O)c1c(C)[nH]c(C)c1C=O
(10) CCCOC(=O)CC(CC(=O)OCCC)(OC(C)=O)C(=O)OCCC
Compound	1	2	3	4	5	6	7	8	9	10
HOP-92	93.8	100.0	45.8	114.1	78.0	24.6	105.0	39.9	81.9	69.9
EKVX	100.3	105.0	88.8	·	94.4	-0.4*	99.5	86.1	102.1	113.4
UACC-62	99.8	94.1	66.9	104.6	88.5	21.4	92.2	90.9	91.2	96.2
HOP-62	97.8	94.6	94.4	101.6	86.8	42.8	95.3	95.8	86.9	111.0
M14	106.0	107.3	98.3	110.6	92.8	35.3	101.4	81.1	100.1	102.1
MALME-3M	94.8	99.2	95.6	122.9	91.7	13.0	105.6	110.6	107.6	94.7
A549/ATCC	93.9	99.9	79.8	96.1	98.0	44.3	107.8	71.7	67.3	83.1
UACC-257	95.3	108.1	92.2	102.1	64.2	50.7	102.9	76.8	69.4	92.9

(11) COc1ccc2c(CCCC(c3ccccc3)c3ccccc3)c3[n+](cc2c1OC)CCc1cc2c(cc1-3)OCO2
(12) Nc1ncc(Cl)cc1[N+](=O)[O-]
(13) CN(C)c1nc(NCCNS(=O)(=O)c2ccc(C(=O)/C=C/c3ccc(F)cc3)cc2)nc(N2CCOCC2)n1
(14) CCN(CC)CCNc1ncnc2[nH]ncc12
(15) O=C(CC1(O)C(=O)Nc2ccc(Br)cc21)c1ccccc1 (stereo not drawn)
(16) COc1cccc(C(=O)Nc2ccc(-c3cc(=O)c4c(OC)c(OC)c(OC)cc4o3)cc2)c1
(17) CC(C)C[C@H](C(=O)O)N(C)C(=O)[C@@H]1CCCN1C(=O)[C@H](C)OC(=O)[C@H](CCC(N)=O)NC(=O)[C@@H]1CCC(=O)N1
(18) COc1ccc(C(=O)c2sc3nc(-c4cnccn4)cc(-c4cccs4)c3c2N)cc1
(19) C/C=C/C(=O)OC/C=C(\C)CCC=C(C)C
(20) COc1ccccc1-c1cc(-c2cc3ccccc3oc2=O)nc(N)n1
Compound	11	12	13	14	15	16	17	18	19	20
HOP-92	-40.6*	·	77.8	82.2	105.4	68.9	102.4	89.8	86.6	·
EKVX	14.9	107.0	59.0	106.1	·	96.8	94.1	91.3	101.5	84.1
UACC-62	-71.7*	98.4	55.2	98.8	107.5	92.2	102.1	96.1	100.0	84.3
HOP-62	-9.2*	112.5	76.2	105.1	107.1	116.9	93.4	97.9	100.6	84.8
M14	-67.5*	85.1	12.7	104.3	101.5	95.7	99.9	110.5	105.7	81.7
MALME-3M	-66.7*	99.2	84.8	125.4	101.6	87.6	108.7	108.0	117.9	116.0
A549/ATCC	10.2	102.2	7.4*	114.5	105.1	78.5	92.2	105.0	87.9	100.2
UACC-257	·	109.4	70.1	99.5	103.1	111.7	95.2	112.3	89.0	96.8

(21) COC(=O)Cc1ccccn1
(22) Cc1cc2ccccc2cn1
(23) CCC(CC)C(O)(C(=O)O)C(CC)CC
(24) CS(=O)(=O)Nc1ccc(C(=O)N/N=C/c2ccc(O)cc2)cc1
(25) C=C(C)[C@@H]1CC[C@]2(C)[C@H](CC=C3[C@@H]4[C@H](C)[C@@H](C)CC[C@]4(CO)CC[C@]32C)[C@@]1(C)CCCN
(26) O=C1/C(=C/c2ccc3ccccc3n2)SC(=S)N1Cc1ccco1
(27) O=C(/C=C/c1ccco1)c1cc(Cl)ccc1O
(28) C=CCn1cc(-c2nc3ccccc3s2)c2cc(-c3ccc4c5c(cccc35)C(=O)N(CCN)C4=O)ccc21
(29) NC(N)=NC1CCCc2ccccc21 (stereo not drawn)
(30) CC1SC(c2ccccc2F)N(NC(=O)C(O)(c2ccccc2)c2ccccc2)C1=O (stereo not drawn)
Compound	21	22	23	24	25	26	27	28	29	30
HOP-92	102.0	100.6&94.4	94.7	111.0	4.6*	74.6	78.3	99.0	87.4	60.8
EKVX	104.8	93.0	·	90.4	74.1	73.4	91.1	94.5	106.1	99.6
UACC-62	96.0	95.2&92.5	103.8	97.8	79.4	74.7	90.6	95.9	98.3	83.8
HOP-62	97.8	101.5	94.7	105.4	-63.1*	82.4	103.1	95.9	90.8	95.0
M14	95.5	110.5&106.8	101.9	96.1	-46.2*	80.2	114.1	99.4	96.5	94.3
MALME-3M	109.2	100.2&101.1	96.2	95.3	-79.1*	86.1	·	115.9	110.9	98.7
A549/ATCC	95.1	117.6&100.9	97.5	98.9	-31.6*	100.1	103.7	104.0	75.2	56.7
UACC-257	92.9	97.3	98.0	89.6	-56.7*	90.1	95.4	105.3	88.2	104.2

(31) CC1=C2CC/C(C)=C/CC[C@]3(C)O[C@H]3CC/C(C)=C/[C@H]2OC1
(32) O=[N+]([O-])c1cc(I)c(Br)c(-c2cc([N+](=O)[O-])cc(I)c2Br)c1
(33) O=S(=O)(Oc1ccc(/C=N/NC(=S)Nc2ccccc2)cc1)C(F)(F)C(F)(F)C(F)(F)C(F)(F)C(F)(F)C(F)(F)C(F)(F)C(F)(F)F
(34) Cc1cc(NCCCCNc2ccnc3cc(Cl)ccc23)nc(Nc2ccc(C(=O)N3CCCC3)cc2)n1
(35) COc1cc(N)c2ncccc2c1Br
(36) COc1ccc2[nH]c(C(=O)N3CCN(C(=O)OCc4ccc5cccc(O)c5n4)CC3)cc2c1
(37) Oc1[nH]c2ccc(Cl)cc2c1/C=c1/cc2c(c(-c3ccc(F)cc3)n1)=Nc1ccccc1-2
(38) CCSc1nc2ccccc2o1
(39) COc1ccc(-c2nc(SCC(=O)Nc3nc(-c4ccccc4)cs3)[nH]c(=O)c2C#N)cc1
(40) c1ccc2c(c1)[nH]c1ccccc12
Compound	31	32	33	34	35	36	37	38	39	40
HOP-92	94.6	97.3	97.4	72.6	84.5	58.6	49.4	81.8	81.5	102.9
EKVX	103.4	111.9	101.6	79.0	86.9	59.2	74.8	103.6	100.6	·
UACC-62	92.1	92.7	95.3	-33.6*	100.7	62.7	85.4	102.4	92.1	105.3
HOP-62	107.1	106.3	97.2	92.5	·	59.9	90.7	99.4	82.4	96.2
M14	102.5	105.3	·	-73.9*	104.6	72.0	59.8	108.6	89.6	100.8
MALME-3M	112.5	100.7	103.4	-70.4*	114.2	84.8	102.8	117.7	90.1	93.6
A549/ATCC	90.5	91.8	105.8	24.0	·	49.9	103.3	96.1	104.5	95.8
UACC-257	98.3	88.7	99.5	-70.6*	118.4	73.5	99.3	106.2	108.7	98.7

(41) COc1ccc(Nn2c(=O)c(=O)[nH]c3nn4c(-c5ccc(OC)c(OC)c5)c(C#N)c(N)nc4c32)cc1
(42) CCOc1ccccc1/C=N\NC(=O)c1cccc2ccccc12
(43) CNc1nc(SCc2ccc(Cl)cc2Cl)ncc1C
(44) Ic1ccc(Cc2ccc(I)cc2)cc1
(45) CCCCCCC[C@@H](O)CC(=O)N[C@@H](CC(C)C)C(=O)N[C@@H](CC(C)C)C(=O)N[C@H](CCC(N)=O)C(=O)N[C@@H](CC(C)C)C(=O)N[C@H](CO)C(=O)N[C@H](C(=O)N[C@H](CC(C)C)C(=O)N[C@@H](CC(C)C)C(=O)O)[C@@H](C)CC
(46) CC(=C/c1ccccc1)/C=C1/SC(=S)N(C=C2C(=O)NC(=O)NC2=O)C1=O
(47) O=C(NCCCn1ccnc1)c1nc(-c2ccc(C(F)(F)F)cc2)no1
(48) O=C(CCn1cnc2c(cc(-c3ccccc3)n2-c2ccccc2)c1=O)Nc1ccc(Cl)cc1
(49) Cc1ccc(NC(=O)Nc2ccc(-c3cccnc3)cc2N2CCC(CO)CC2)cc1
(50) COc1ccc(Nc2ncccc2NC(=O)c2cn(Cc3ccc(F)cc3)nn2)cc1
Compound	41	42	43	44	45	46	47	48	49	50
HOP-92	95.1	84.2	·	·	145.5	65.0	84.3	77.9	·	112.1
EKVX	100.0	95.8	117.2	90.9	96.6	95.6	·	83.4	55.5	97.4
UACC-62	99.2	95.5	93.1	87.7	104.9	87.8	84.1	84.4	4.7*	90.9
HOP-62	99.9	·	107.3	110.0	99.4	87.5	100.8	100.4	24.9	101.3
M14	100.0	104.4	117.1	100.0	94.5	97.0	·	103.0	27.1	107.3
MALME-3M	104.7	103.8	111.1	101.4	61.4	·	98.9	106.4	25.5	111.9
A549/ATCC	100.2	103.5	94.6	85.0	98.9	76.4	87.2	84.4	7.0*	104.2
UACC-257	106.0	100.9	93.4	93.1	94.4	85.1	85.1	87.8	24.3	109.4

Fetched by structure from the list above (five):
(48) O=C(CCn1cnc2c(cc(-c3ccccc3)n2-c2ccccc2)c1=O)Nc1ccc(Cl)cc1
(41) COc1ccc(Nn2c(=O)c(=O)[nH]c3nn4c(-c5ccc(OC)c(OC)c5)c(C#N)c(N)nc4c32)cc1
(43) CNc1nc(SCc2ccc(Cl)cc2Cl)ncc1C
(44) Ic1ccc(Cc2ccc(I)cc2)cc1
(50) COc1ccc(Nc2ncccc2NC(=O)c2cn(Cc3ccc(F)cc3)nn2)cc1
Compound	48	41	43	44	50
HOP-92	77.9	95.1	·	·	112.1
EKVX	83.4	100.0	117.2	90.9	97.4
UACC-62	84.4	99.2	93.1	87.7	90.9
HOP-62	100.4	99.9	107.3	110.0	101.3
M14	103.0	100.0	117.1	100.0	107.3
MALME-3M	106.4	104.7	111.1	101.4	111.9
A549/ATCC	84.4	100.2	94.6	85.0	104.2
UACC-257	87.8	106.0	93.4	93.1	109.4

The list goes on:
(51) O=C1NC(=S)NC(=O)C1=Cc1cc(-c2ccc(Br)cc2)n(-c2ccccc2)n1
(52) COc1ccc(S(=O)(=O)N2CCC(c3nc(/C=C4/C(=O)Nc5ccccc54)c4ccccn34)CC2)cc1
(53) CCCCOCCOC(=O)C1OC1(C)c1ccccc1 (stereo not drawn)
(54) C=C1C(=O)O[C@H]2[C@H]1CC/C(COC(=O)n1cc(C)nc1CC)=C\CC[C@@]1(C)O[C@@H]21
(55) COc1cccc(NC(=O)N2CCCN(c3nc(-c4ccc(C)cc4)nc4ccccc34)CC2)c1
(56) COc1cnccc1-c1nc2ccc3[nH]ncc3c2c2c1CCC2
(57) OCCC1CCNCC1
(58) COc1ccc2nc(-c3nnc(-c4ccccc4)o3)c(Cl)nc2c1
(59) CCC(CNc1cc(OC)cc2cccnc12)NC1CCCCC1 (stereo not drawn)
(60) O=C(O)c1cccc2cnccc12
Compound	51	52	53	54	55	56	57	58	59	60
HOP-92	83.1	21.4	91.3	74.9	83.8	57.4	98.9	·	76.0	91.7
EKVX	93.2	·	93.4	92.8	74.2	25.1	·	104.0	94.7	106.0
UACC-62	85.9	89.4	95.5	91.7	79.2	87.6	110.4	99.0	95.6	101.8
HOP-62	90.0	98.6	105.4	77.2	82.1	80.1	88.9	113.6	83.6	106.9
M14	90.1	·	109.0	90.4	83.1	102.0	94.3	103.4	105.3	95.5
MALME-3M	98.3	106.6	93.2	91.5	98.3	109.9	85.3	104.5	116.8	·
A549/ATCC	96.3	79.4	101.4	70.7	65.4	80.5	101.7	99.6	102.2	102.3
UACC-257	99.9	70.4	107.5	54.3	82.5	105.8	117.0	104.3	106.4	99.6
